Screening results: PubChem, NCI
All columns: NCI-60 one-dose screen, growth in % after 48 h at 10 µM unless noted; 100 = growth as untreated, 0 = no growth, -100 = all killed.
EKVX: EKVX NSCLC | hit rate 3% among 71,000
CCRF-CEM: CCRF-CEM leukemia. AID 1794778. hit rate 7% among 77,000
M14: M14 melanoma. hit rate 6.2% among 80,000
RPMI-8226: RPMI-8226 leukemia cells | hit rate 7.5% among 77,000
A549/ATCC: A549/ATCC NSCLC; hit rate 3.7% among 81,000; AID 1794740
MOLT-4: MOLT-4 leukemia cells. hit rate 6.9% among 80,000. AID 1794779
HOP-92: HOP-92 NSCLC cells. hit rate 6.3% among 71,000. AID 1794738
HOP-62: HOP-62 NSCLC. hit rate 3.9% among 80,000
* marks the source's active call; other numbers are inactive results; . = no result given; & = joins results of further samples; [ ] = dose if it differs, or a comment. Rule for the calls: active = growth percent below 10; inactive = the rest. Compounds were not picked by outcome, and some 13% of all compounds hit somewhere here.

A first look:
1	O=C1N=C(N2CCCCC2)S/C1=C\c1ccc(Cl)cc1
2	Cc1cc(N2CCN(c3ccnc4cc(Cl)ccc34)CC2)nc(NC2CCCCC2)n1
3	CC12OC(CC(O)C1O)n1c3ccccc3c3c4c(c5c6ccccc6n2c5c31)C(=O)N(CCN1CCOCC1)C4=O (centres undefined)
Assay by compound,1,2,3
EKVX,84,.,32
CCRF-CEM,61,1.7*,16
M14,102,-45*,-3.5*
RPMI-8226,.,-38*,6.4*
A549/ATCC,89,34,-32*
MOLT-4,82,-15*,3.6*
HOP-92,69,20,20
HOP-62,104,30,-12*

The list itself, previewed entries included:
1	O=C1N=C(N2CCCCC2)S/C1=C\c1ccc(Cl)cc1
2	Cc1cc(N2CCN(c3ccnc4cc(Cl)ccc34)CC2)nc(NC2CCCCC2)n1
3	CC12OC(CC(O)C1O)n1c3ccccc3c3c4c(c5c6ccccc6n2c5c31)C(=O)N(CCN1CCOCC1)C4=O (centres undefined)
4	N#C/C(=C/c1ccc(O)c([N+](=O)[O-])c1)c1nc(-c2ccc([N+](=O)[O-])cc2)cs1
5	COC(=O)CCC(=O)c1ccc(OC)cc1
6	O=[N+]([O-])c1ccc(Oc2ccc(CCCc3ccccc3)cc2)c([N+](=O)[O-])c1
7	N#CC1=C(N)Oc2c(ccc3ccccc23)C1c1ccccc1[N+](=O)[O-] (centres undefined)
8	COc1ccc(CCC2CCCCN2CCc2ccccc2)cc1OC (centres undefined)
Assay by compound,1,2,3,4,5,6,7,8
EKVX,84,.,32,26,100,72,69,102
CCRF-CEM,61,1.7*,16,25,83,55,106,59
M14,102,-45*,-3.5*,41,101,98,101,82
RPMI-8226,.,-38*,6.4*,9.8*,89,63,90,88
A549/ATCC,89,34,-32*,27,98,83,100,77
MOLT-4,82,-15*,3.6*,25,79,77,94,86
HOP-92,69,20,20,-8.2*,98,51,77,80
HOP-62,104,30,-12*,87,80,104,88,94

9	O=C(NCc1ccccc1)C(=O)c1cn(Cc2ccc(Cn3cc(C(=O)C(=O)NCc4ccccc4)c4ccccc43)cc2)c2ccccc12
10	Cc1ccc(S(=O)(=O)NCCCCc2ccccc2)cc1
11	Brc1cn2ccnc2c(-c2cccs2)n1
12	Clc1nc(N2CCOCC2)c2[nH]cnc2n1
13	c1ccc(-c2c3c(cn2CCN2CCCCC2)-c2oncc2CC3)cc1
14	O=[N+]([O-])c1cc(Cl)ccc1Oc1ccc(Cl)cc1
15	O=[N+]([O-])c1cc(F)ccc1O
16	Cc1nn(-c2ccc(Cl)cc2)c2c1C(c1ccc(O)cc1)C(C#N)=C(N)O2 (centres undefined)
Assay by compound,9,10,11,12,13,14,15,16
EKVX,103,109,.,95,109,112,114,89
CCRF-CEM,100,95,97,105,93,83,98,99
M14,100,106,105,111,96,101,103,104
RPMI-8226,96,96,104,105,95,111,102,101
A549/ATCC,101,97,104,94,102,85,115,103
MOLT-4,89,99,103,97,98,94,104,100
HOP-92,104,80,96,80,66,85,76,98
HOP-62,103,98,106,89,.,105,114,98

17	Cc1cc(Br)nnc1Br
18	N#C/C(=C1C=C/C(=N/O)C=C/1Cl)c1ccccc1
19	Cc1ccc(-c2cc(CS(=O)(=O)N3CC=CC3)on2)cc1
20	O=C1/C(=C/c2cccc(F)c2)Sc2ccc(F)cc21
21	NS(=O)(=O)c1ccc(-n2nccc2-c2cc3cc(Br)ccc3oc2=O)cc1
22	Cn1c(N2NC(=O)CC2=O)nc(-c2ccccc2)c(C#N)c1=O
23	CN1C(=S)N(C)C2C1NC(=O)N2/N=C/C=C/c1ccccc1[N+](=O)[O-] (centres undefined)
24	CC1SC(c2ccc([N+](=O)[O-])cc2)N(NC(=O)CCC(=O)c2nc3ncccc3[nH]2)C1=O (centres undefined)
Assay by compound,17,18,19,20,21,22,23,24
EKVX,114,95,100,88,103,102,104,90
CCRF-CEM,98,99,101,90,96,107,113,89
M14,97,95,108,98,107,99,97,106
RPMI-8226,122,99,101,73,95,89,102,89
A549/ATCC,109,106,99,98,98,110,101,98
MOLT-4,93,100,100,85,101,92,97,130
HOP-92,128,84,112,.,100,82,76,96
HOP-62,92,103,114,98,97,67,110,94

A second format for part of the listing above:
No. | canonical_smiles | EKVX | CCRF-CEM | M14 | RPMI-8226 | A549/ATCC | MOLT-4 | HOP-92 | HOP-62
9 | O=C(NCc1ccccc1)C(=O)c1cn(Cc2ccc(Cn3cc(C(=O)C(=O)NCc4ccccc4)c4ccccc43)cc2)c2ccccc12 | 103 | 100 | 100 | 96 | 101 | 89 | 104 | 103
10 | Cc1ccc(S(=O)(=O)NCCCCc2ccccc2)cc1 | 109 | 95 | 106 | 96 | 97 | 99 | 80 | 98
11 | Brc1cn2ccnc2c(-c2cccs2)n1 | . | 97 | 105 | 104 | 104 | 103 | 96 | 106
12 | Clc1nc(N2CCOCC2)c2[nH]cnc2n1 | 95 | 105 | 111 | 105 | 94 | 97 | 80 | 89
13 | c1ccc(-c2c3c(cn2CCN2CCCCC2)-c2oncc2CC3)cc1 | 109 | 93 | 96 | 95 | 102 | 98 | 66 | .
14 | O=[N+]([O-])c1cc(Cl)ccc1Oc1ccc(Cl)cc1 | 112 | 83 | 101 | 111 | 85 | 94 | 85 | 105
15 | O=[N+]([O-])c1cc(F)ccc1O | 114 | 98 | 103 | 102 | 115 | 104 | 76 | 114

(cont.)
25	CCCCNC(=O)NS(=O)(=O)c1ccc(N2N=C(c3ccc(C)cc3C)CC2c2ccc(C)cc2)cc1 (centres undefined)
26	NC(N)=N/C(N)=N/NC(=O)c1ccncc1
27	O=C1NC(=O)C(c2ccccc2)N1 (centres undefined)
28	CC1(C)CC[C@]2(C(N)=O)CC[C@]3(C)C(=CC[C@@H]4[C@@]5(C)CCC(=O)C(C)(C)[C@@H]5CC[C@]43C)[C@@H]2C1
29	O=C1/C(=C/c2cccc([N+](=O)[O-])c2)Sc2scc(-c3ccc([N+](=O)[O-])cc3)[n+]21
30	COc1ccccc1NC(=O)C(/C=N/C(=S)NNC(C)=O)=C(/C)O
31	CSc1nc2ccc(C)cc2cc1/C=N/O
32	Oc1ccc2ccccc2c1C(N=Cc1ccccc1)c1ccccc1 (centres undefined)
Assay by compound,25,26,27,28,29,30,31,32
EKVX,.,98,100,93,102,108,68,102
CCRF-CEM,.,99,94&106,91,92,94,105,101
M14,77,96,103&100,101,95,104,88,103
RPMI-8226,58,104,97,79,81,97,106,94
A549/ATCC,.,96,104&99,84,102,91,72,88
MOLT-4,71,.,93&93,70,78,102,83,91
HOP-92,76,106,100&112,98,79,96,72,70
HOP-62,97,115,105&108,95,110,107,83,92

33	COC1=CC(=NCCC(=O)O)C[C@@H](C)[C@]12Oc1c(Cl)c(OC)cc(OC)c1C2=O
34	COc1cc(-c2cn(-c3ccc(Cl)cc3)c(=O)n2C(C)=O)cc(OC)c1OC
35	CC1(C)CC[C@]2(CO)CC[C@]3(C)[C@H](CC[C@@H]4[C@@]5(C)CC[C@H](O)C(C)(C)[C@@H]5CC[C@]43C)[C@H]2[C@H]1O
36	C=CCCCCCCCCCBr
37	COCCOC(=O)CCCCCC1CCCCC1
38	CCNCCCn1c2c(c3cc(OC)c(OC)cc3c1=O)C(=O)c1cc3c(nc1-2)OCO3
39	CCOc1ccc(NC(=O)c2cc3ccccc3cc2O)cc1
40	Nc1ccc2[nH]ncc2c1
Assay by compound,33,34,35,36,37,38,39,40
EKVX,95,85,106,68,112,77,111,115
CCRF-CEM,96,108,99,38,107,0.2*,94,89
M14,102,93,100,77,106,0.9*,107,110
RPMI-8226,99,95,100,49,101,-35*,70,97
A549/ATCC,86,94,57,71,98,21,81,96
MOLT-4,83,96,86,64,100,-14*,97,111
HOP-92,99,121,105,.,96,44,86,.
HOP-62,99,114,55,.,103,12,104,96

41	COC(=O)[C@]12CCC(C)(C)C[C@H]1C1=CC[C@@H]3[C@@]4(C)C/C(=C/c5cccnc5)C(=O)C(C)(C)[C@@H]4CC[C@@]3(C)[C@]1(C)CC2
42	c1ccc2c(-c3nccs3)c[nH]c2c1
43	O=C1/C(=C\C(Cl)=C/c2ccc([N+](=O)[O-])cc2)SC(=S)N1CCc1ccc(O)cc1
44	COc1cc2cn3c4cccnc4[nH]c(=O)c3c2cc1OC
45	O=C(N/N=C/[C@H](O)[C@H](O)[C@H](O)CO)c1ccc(NC(=O)c2cccnc2)cc1
46	COc1cccc(/C=C/C(=O)O)c1
47	N#Cc1c(NC(=O)c2ccccc2)n[nH]c1N
48	CCCc1ccc(CC(C)C=O)cc1 (centres undefined)
Assay by compound,41,42,43,44,45,46,47,48
EKVX,-45*[100 µM],89,-43*,110,105,103,90,91
CCRF-CEM,2.8*[100 µM],111,8.2*,93,99,104,99,97
M14,-50*[100 µM],99,-27*,102,102,104,100,95
RPMI-8226,-38*[100 µM],104,-3.4*,113,.,108,106,98
A549/ATCC,0.1*[100 µM],100,3.6*,103,100,.,96,92
MOLT-4,-14*[100 µM],92,7.6*,105,109,95,98,93
HOP-92,-62*[100 µM],90,-3.0*,.,103,92,84,90
HOP-62,-19*[100 µM],99,13,126,98,90,91,101

49	CCCCc1n(Cc2ccc3ccccc3c2)cc[n+]1Cc1ccc2ccccc2c1
50	O=S(=O)(NCCNc1nccc(-c2c(-c3cccc(O)c3)nc3occn23)n1)c1ccc(Cl)cc1
51	C#Cc1ccc(NC(=O)c2sc3nc4c(cc3c2N)CCCCCC4)cc1
52	O=C(CCC(=O)c1nc2ncccc2[nH]1)NN1C(=O)CSC1c1ccc(Cl)cc1 (centres undefined)
53	CC(C)OC(=O)[C@]12CCC(C)(C)C[C@H]1C1=CC[C@@H]3[C@@]4(C)CCC(=O)C(C)(C)[C@@H]4CC[C@@]3(C)[C@]1(C)CC2
54	COc1ccc(OC)c(C2C(C#N)=C(N)Oc3cc(O)ccc32)c1 (centres undefined)
55	COc1ccc(CNc2cc3cc(OC)c(OC)cc3c(C)n2)cc1CN1CCN(C)CC1
56	C=CN1C(=O)c2ccccc2C1=O
Assay by compound,49,50,51,52,53,54,55,56
EKVX,14,125,75,100,113,89,74,96
CCRF-CEM,6.8*,106,65,84,107,88,93,99
M14,-75*,35,81,98,105,100,90,107
RPMI-8226,-40*,105,55,87,96,85,91,101
A549/ATCC,30,101,79,97,98,97,78,101
MOLT-4,-17*,103,59,106,111,88,80,97
HOP-92,-38*,115,63,111,88,.,69,102
HOP-62,-2.7*,120,103,94,102,97,75,102

An excerpt from above with just M14:
| entry | SMILES | M14 |
| --- | --- | --- |
| 53 | CC(C)OC(=O)[C@]12CCC(C)(C)C[C@H]1C1=CC[C@@H]3[C@@]4(C)CCC(=O)C(C)(C)[C@@H]4CC[C@@]3(C)[C@]1(C)CC2 | 105 |
| 55 | COc1ccc(CNc2cc3cc(OC)c(OC)cc3c(C)n2)cc1CN1CCN(C)CC1 | 90 |
| 51 | C#Cc1ccc(NC(=O)c2sc3nc4c(cc3c2N)CCCCCC4)cc1 | 81 |
| 54 | COc1ccc(OC)c(C2C(C#N)=C(N)Oc3cc(O)ccc32)c1 (centres undefined) | 100 |

Next entries
57	C[C@]12CC[C@@H]3c4ccc(O)cc4CC[C@H]3[C@@H]1CC[C@@H]2NS(=O)(=O)c1cccc(Br)c1
58	O=C1Nc2ccccc2/C1=C/c1ccc(COCC2CO2)n1-c1ccc(Cl)cc1 (centres undefined)
59	COC(=O)c1nc(=S)[nH]c(C(=O)OC)c1C(=O)c1ccc(O)cc1
60	NC(CCc1ccccc1)c1ccccc1 (centres undefined)
61	COc1cc2cc3c(nc2cc1OC)CCN3Cc1ccc(NC(=O)c2ccc(Cl)c(C(F)(F)F)c2)cc1
62	COc1ccc(-n2nc3c(c2-c2cc(OC)c(OC)c(OC)c2)-c2oncc2CC3)cc1
63	O=C(Cc1ccccc1)NCc1ccccc1
64	CN=C(NC)c1ccc(NC(=O)/C=C\c2ccc(/C=C/C(=O)Nc3ccc(C(=NC)NC)cc3)cc2)cc1
Assay by compound,57,58,59,60,61,62,63,64
EKVX,.,111,99,97,.,83,99,54
CCRF-CEM,.,56,.,102,91,78,100,87
M14,69,.,102,97,104,92,105,87
RPMI-8226,44,105,103,106,91,78,96,62
A549/ATCC,43,112,110,84,97,86,101,.
MOLT-4,36,42,115,96,57,77,120,92
HOP-92,.,113,.,83,.,.,106,104
HOP-62,-17*,100,109,74,105,91,98,70

65	Cn1c(=S)[nH]c2c(Cl)cc(Cl)cc2c1=O
66	CCOC(=O)c1[nH]c(CO)c(C(=O)OCC)c1C
67	Cc1nn(-c2ccc(Cl)cc2)c2ncnc(N/N=C/c3ccccc3)c12
68	O=C(CSc1nc2ccccc2c(=O)n1CCc1ccccc1)NCc1ccccc1
69	COC(=O)c1nc(N)nc(C(=O)OC)c1C(=O)C(C)(C)C
70	C/C(=N/Nc1ccc([N+](=O)[O-])cn1)C(C)(C)C
71	CC(C)CCC[C@@H](C)[C@H]1CC[C@H]2[C@@H]3CC=C4C[C@@H](SC#N)CC[C@]4(C)[C@H]3CC[C@]12C
72	N#CC1=C(N)Oc2n[nH]c(-c3ccc(F)cc3)c2C1c1ccco1 (centres undefined)
73	COc1ccccc1NC(=O)N1CCN(C(=O)Nc2ccccc2OC)CC1
Assay by compound,65,66,67,68,69,70,71,72,73
EKVX,110,118,94,75,95,80,108,.,104
CCRF-CEM,105,113,57,.,97,87,101,90,79
M14,102,116,86,86,115,119,105,97,88
RPMI-8226,101,.,80,.,103,89,98,91,.
A549/ATCC,107,101,93,84,114,96,92,93,96
MOLT-4,95,.,84,.,94,107,104,79,104
HOP-92,99,85,72,.,106,.,95,97,.
HOP-62,99,104,81,64,94,103,93,90,94
